PPARg SRC3 recr = agonists of human PPARgamma SRC-3 coactivator recruitment | biochemical PPARgamma/SRC-3 coactivator recruitment assay | P37231 | 0.26% of 200,000 active | activation, % at 8 µM; in the data active = activation above about 23%;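 also: 0% = DMSO and 100% = reference agonist; some compounds past the cut are filed as inactive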
Target sequence (P37231 whole entry, looked up): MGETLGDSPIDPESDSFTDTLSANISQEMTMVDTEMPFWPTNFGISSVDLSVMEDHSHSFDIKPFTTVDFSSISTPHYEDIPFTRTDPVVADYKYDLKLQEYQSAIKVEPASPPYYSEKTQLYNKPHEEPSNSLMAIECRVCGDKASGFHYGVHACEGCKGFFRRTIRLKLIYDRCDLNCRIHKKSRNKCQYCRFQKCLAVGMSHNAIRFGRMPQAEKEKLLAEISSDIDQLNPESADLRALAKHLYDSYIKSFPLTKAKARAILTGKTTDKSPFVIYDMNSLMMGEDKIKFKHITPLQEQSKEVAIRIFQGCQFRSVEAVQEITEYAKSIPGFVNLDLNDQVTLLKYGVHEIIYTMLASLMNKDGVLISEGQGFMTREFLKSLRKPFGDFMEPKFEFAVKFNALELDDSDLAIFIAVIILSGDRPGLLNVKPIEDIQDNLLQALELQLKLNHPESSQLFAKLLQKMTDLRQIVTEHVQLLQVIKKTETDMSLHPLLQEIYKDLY
TNAP act hi DEA = activators of human TNAP at high phosphate acceptor concentration; 200,000 tested, under 10 active; P05186; AID 1136; activation factor at 20 µM; purified TNAP, CDP-star luminescence, 1 M DEA, 30 min; active compounds read high; 0 = EDTA background, 1 = DMSO-only activity;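 active = activation factor at least 2 at 20 µM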
Target sequence (P05186 whole entry, looked up): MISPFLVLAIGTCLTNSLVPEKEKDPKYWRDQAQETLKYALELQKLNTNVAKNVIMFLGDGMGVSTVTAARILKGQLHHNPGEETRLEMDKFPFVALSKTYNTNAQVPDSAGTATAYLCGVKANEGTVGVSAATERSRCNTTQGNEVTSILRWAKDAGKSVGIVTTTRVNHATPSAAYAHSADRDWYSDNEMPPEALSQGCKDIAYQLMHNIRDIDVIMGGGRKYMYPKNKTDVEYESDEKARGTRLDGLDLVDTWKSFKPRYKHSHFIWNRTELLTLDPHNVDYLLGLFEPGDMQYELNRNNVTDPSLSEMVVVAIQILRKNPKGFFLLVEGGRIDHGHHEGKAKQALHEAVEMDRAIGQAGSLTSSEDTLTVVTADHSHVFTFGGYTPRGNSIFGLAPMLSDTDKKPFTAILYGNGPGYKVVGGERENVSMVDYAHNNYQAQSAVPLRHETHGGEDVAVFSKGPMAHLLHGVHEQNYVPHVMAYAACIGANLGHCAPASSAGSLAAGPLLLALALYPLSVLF
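Dosing: 20 µM single point. System: human TNAP. Amount: TNAP 1/800 final. Incubation: 30 min, room temperature. Read-out: TNAP activation factor scaled between EDTA and DMSO control wells. Signal: luminescence from CDP-star hydrolysis. Medium: 1 M DEA, pH 9.8, Mg2+, Zn2+. Control set: EDTA negative control, DMSO positive control.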
SRC2 TRFRET art = flags TR-FRET format artefacts in PPARgamma SRC-2 recruitment agonist screen | 0.4% of 200,000 active | AID 1049 | TR-FRET ratio at 8 µM | TR-FRET artefact counter-screen; active compounds read high; in the data active = TR-FRET ratio above about 2000; also: inactives centre near 1500
bIAP activator = increases bovine intestinal alkaline phosphatase activity | purified bovine IAP, CDP-star luminescence, 30 min; active compounds read high; fold of DMSO-control signal, blank-subtracted | activation factor at 20 µM | 0.17% of 200,000 active | AID 1016;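 active = activation factor of 2 or more at 20 µM, a signal rise over negative controls twice the positive control's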
bIAP inhibitor = blocks bovine intestinal alkaline phosphatase activity; 190,000 tested, under 10 active; inhibition, % at 20 µM; purified bovine IAP, CDP-star luminescence, 30 min;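 active = over 50% inhibition of intestinal alkaline phosphatase at 20 µM in the single-dose screen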
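System: Purified bovine intestinal alkaline phosphatase (IAP) enzyme | Input: IAP diluted 1/65,000,000 in the well | Also added: CDP-star chemiluminescent phosphatase substrate, 30 µM final | Dosing: 20 µM single dose | Times: Enzyme reaction for 30 min at room temperature | Detection: Luminescence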
TNAP inh hi DEA = TNAP (human) inhibition, high acceptor; P05186; purified TNAP, CDP-star luminescence, 1 M DEA; inhibition, % at 20 µM; 0.03% of 200,000 active; AID 1135;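 active = over 50% inhibition of tissue-nonspecific alkaline phosphatase at 20 µM in the single-dose screen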;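 also: plate controls were DMSO wells for no effect and EDTA-quenched wells as full inhibition for full effect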
Efa HMGR inh = inhibitors of class II HMG-CoA reductase from Enterococcus faecalis | 0.41% of 190,000 active | inhibition, % at 10 µM | purified E. faecalis HMGR, NADPH absorbance 340 nm kinetic;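 active = inhibition above a set limit, the median over all tested compounds plus 3 SD, cut at about 9.5% in these data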;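 also: enzyme runs in reverse so mevalonate oxidation gives rising NADPH absorbance; 0% = complete reaction with DMSO and 100% = background rate lacking mevalonate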
PPARg SRC1 recr = promotes SRC-1 coactivator recruitment by human PPARgamma | P37231 | PPARgamma-SRC-1 coactivator recruitment biochemical assay | activation, % at 8 µM | 0.41% of 200,000 active | AID 631; in the data active = activation above about 19%;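 also: 0% = DMSO and 100% = reference agonist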
PPARg SRC2 recr = agonists of SRC-2 recruitment by human PPARgamma. activation, % at 8 µM. 0.34% of 200,000 active. P37231. PPARgamma LBD-SRC-2 recruitment, biochemical; in the data active = activation above about 22%;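 also: 0% = vehicle and 100% = reference agonist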
TNAP inh no acc = blocks human TNAP activity with no phosphate acceptor present | 0.26% of 200,000 active | inhibition, % at 20 µM | P05186 | purified TNAP, CDP-star luminescence, 30 min;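 active = tissue-nonspecific alkaline phosphatase inhibition above about 50% at 20 µM in the single-dose screen, limit read from the data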;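 also: 0% = DMSO negative control and 100% = EDTA positive control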
Active calls of the source: *. The order is random. About 1.6% of those tested had a hit in this group.

SMILES	PPARg SRC3 recr	TNAP act hi DEA	SRC2 TRFRET art	bIAP activator	bIAP inhibitor	TNAP inh hi DEA	Efa HMGR inh	PPARg SRC1 recr	PPARg SRC2 recr	TNAP inh no acc
CCNS(=O)(=O)c1ccc(NC(=O)Cn2cc([N+](=O)[O-])cn2)cc1	3	1	1590	1.1	-8	-4	-3	-1	15	-14
CCOC(=O)C1CCCN(S(=O)(=O)c2ccc(F)c(C(=O)Nc3ccc(F)c(F)c3)c2)C1 (centres undefined)	-12	1	1377	1	4	-4	-2	-6	2	-4
Cc1ccc(C2(c3ccc(C)cc3)NC(=O)N(Cc3c(C)noc3C)C2=O)cc1	-3	1.1	1551	1	-2	-7	2	-10	-2	-11
CC(C)CC(=O)Nc1ccnc(-c2ccncc2)n1	1	1	1844	1	4	-4	-6	3	5	-9
O=C(CSc1nnc(COc2ccccc2)n1Cc1ccco1)c1ccc(F)cc1	-1	1	1753	0.9	8	-2	-7	3	2	-3
COc1cc(/C=N/NC(=O)c2ccc(COc3cc(C)ccc3C(C)C)cc2)cc(OC)c1O	2	1	1525	1	4	1	-1	-1	-3	-14
Cc1[nH]c(=O)[nH]c(=O)c1NS(=O)(=O)c1ccccc1	-6	1	1577	0.8	23	1	-6	3	0	-19
COc1ccccc1N1CCN(C(=O)CSc2nc3ccccc3c(=O)n2CC2CCCO2)CC1 (centres undefined)	3	1	1627	1.1	-6	-5	0	2	4	-10
Clc1cccc(N/N=C/c2ccc(N3CCOCC3)cc2)c1	10	1	1624	1	3	-4	-4	6	8	-9
NC(=O)[C@H](Cc1cc2ccccc2s1)NC(=O)[C@@H]1CC2(CC(c3cccc(NC(=O)[C@@H]4CCC(=O)N4)c3)=NO2)CN1C(=O)/C=C/c1c(F)cccc1Cl (some centres undefined)	-6	1	1491	1.1	-6	2	5	-1	1	-5
CCN(CC)S(=O)(=O)c1cccc(C(=O)Nc2ccc(Cl)cn2)c1	10	1	1622	0.8	18	3	-4	3	0	-3
CCCC(=O)Nc1nnc(-c2ccco2)s1	7	1	1854	1	4	2	1	13	5	-6
COc1cccc(C(=O)NCC(=O)N/N=C(C)\C=C\c2ccccc2)c1	10	1.1	1755	1.2	-17	-5	-4	11	4	-21
O=C(COC(=O)CCCNC(=O)c1ccc(Cl)cc1)Nc1cc(Cl)ccc1Cl	-3	1.1	1571	0.7	34	-6	-5	-2	3	-13
O=C(NC12CC3CC(CC(C3)C1)C2)c1ccc(COc2ccc(Cl)cc2[N+](=O)[O-])o1	5	1	1505	0.9	12	0	-6	-2	5	10
COC(=O)c1c(C(=O)OC)c(C)n(Cc2cccnc2)c1C	1	1	1453	0.9	7	-2	-6	3	13	-8
C(=N\N1CCOCC1)/c1cccs1	-2	1	1630	0.9	10	-3	0	-1	10	-9
CCOc1ccc2cc(C#N)c(SCC(=O)NC(C)CC)nc2c1 (centres undefined)	0	1.1	1580	0.9	5	-6	-3	32*	16	-14
O=C1Nc2ccccc2N(O)N1c1ccc(Cl)c(Cl)c1	4	1	1501	1	2	-2	-2	2	-1	-11
O=C(COc1ccc([N+](=O)[O-])cc1)Nc1ccc(CN2CCOCC2)cc1	3	1	1681	1	4	-3	-5	6	10	-5
Cc1ccccc1OCc1nc2ccccc2c(=O)n1/N=C/c1cn[nH]c1-c1ccc(Br)cc1	8	1	1686	1.1	-5	2	2	5	4	-15
CN1CCC(N(C)C(=S)Nc2ccc(SC(F)F)cc2)CC1	3	1	1601	0.9	6	-2	-5	7	1	-9
Cc1ccccc1NC(=O)CSc1nc(Nc2ccccc2)nc(N2CCOCC2)n1	-5	1	1625	0.9	12	-1	2	9	4	0
O=C(NNC(=O)c1ccccc1Cl)c1cccs1	3	0.9	1654	1	0	6	-4	2	13	-2
COc1cccc(CNC(=S)NC2CCCC2)c1	4	1	1600	0.9	10	-3	-2	3	4	-8
(next part)
SMILES	PPARg SRC3 recr	TNAP act hi DEA	SRC2 TRFRET art	bIAP activator	bIAP inhibitor	TNAP inh hi DEA	Efa HMGR inh	PPARg SRC1 recr	PPARg SRC2 recr	TNAP inh no acc
O=c1c(N=Nc2ccc(O)cc2)c(-c2ccccc2)[nH]n1-c1ccc([N+](=O)[O-])cc1	6	0.8	1655	0.8	17	20	-5	14	1	12
O=C(NCCO)c1ccc2[nH]c3c(c2c1)CCCC3	-15	1	1469	0.9	5	-3	0	-3	-4	2
Cc1ccc(S(=O)(=O)N2CCN(C(=O)N3CCOCC3)C2C)cc1 (centres undefined)	-1	1	1505	1	1	-2	-2	3	5	-3
Cc1cccc(N2C(=N)SCC2=O)c1C	3	1	1644	1.2	-17	1	2	-3	7	-2
CCOC(=O)c1[nH]c2cc(OC)c(OC)cc2c1NC(=O)CN1CCN(c2ccc(OC)cc2)C(C)C1 (centres undefined)	2	1.1	1383	1	0	-7	-3	8	-2	-6
Clc1nc(-c2ccccn2)nc2scc(-c3ccccc3)c12	4	1	1764	0.9	5	-3	-5	4	-5	11
Nc1nc(SCC(=O)c2ccc(F)cc2)n[nH]1	4	1	1715	1.1	-13	-2	-1	6	3	-13
COc1ccc(OC)c(C2C(C(C)=O)=C(O)C(=O)N2CCN2CCOCC2)c1 (centres undefined)	7	1.1	1421	1	3	-6	-2	-1	2	-16
Cc1ccc2nc(C)cc(Nc3ccc4c(c3)OCCO4)c2c1	-16	1	1601	1.2	-24	-2	-5	2	4	-9
COCCn1c(Sc2ccc(C)cc2)nc2c1c(=O)[nH]c(=O)n2C	-8	1	1579	1.1	-6	-5	-4	-3	-3	0
CCCCCCC(=O)Nc1nc(C)c(-c2csc(Nc3ccccc3OC)n2)s1	2	1.1	1651	0.9	14	-7	-4	0	5	-1
O=C1c2ccc3c4c(ccc(c24)C(=O)N1c1ccc(O)cc1)C(=O)N(c1ccc(O)cc1)C3=O	-1	1	1536	1.1	-13	1	-8	-1	-6	-3
CCOC(=O)CN1C(=O)C(=O)c2cccc(C)c21	5	0.9	1605	1	2	9	-4	1	4	1
Cc1cc(C)nc(N2CCN(CC(=O)NCc3ccccc3)CC2)n1	-13	1.1	1307	1	2	-5	1	-7	-7	3
CCNC(=S)Nc1c(C)n(C)n(-c2ccccc2)c1=O	-1	1.1	1560	1	1	-6	1	-2	4	-8
CC1C/C(=C/c2cccn2C)C(=O)/C(=C/c2cccn2C)C1 (centres undefined)	13	1	1567	0.7	30	-1	-13	5	14	35
Cc1ccc(NC(=O)c2nc(C)n(-c3ccc([N+](=O)[O-])cc3)n2)cc1	0	1	1315	0.8	17	3	-6	1	2	1
COc1ccccc1/C=C/C(=O)NCC(=O)N/N=C/c1cc(Br)ccc1OC	-4	1	1520	1	-5	-4	-3	-4	-9	2
Cc1cc(C)nc(SCc2cc(=O)c(OC(=O)c3cccc([N+](=O)[O-])c3)co2)n1	-2	1	1593	1	3	0	-4	1	0	3
CCN(CC)CCN1C(=O)c2ccccc2NC1c1ccccc1F (centres undefined)	5	0.9	1416	1	4	6	-6	-9	-1	1
COc1ccc2c(Cl)c(C(=O)NN3CCN(C)CC3)sc2c1	1	1	1495	1.1	-9	0	1	9	5	-7
CC1(C)Cc2c(C#N)c(SCc3ccccc3)nc(N3CCOCC3)c2CO1	-7	1	1710	1	3	-4	-4	11	2	7
CC1=C(C)C(=O)N(CCC(=O)O)C1=O	-6	1.1	1591	0.9	12	-6	-2	6	-4	-16
CCN(C(=O)COC(=O)c1cccnc1SC)C1CCS(=O)(=O)C1 (centres undefined)	-2	1.1	1582	1	4	-8	-4	10	-6	-6
O=C(Nc1ccccc1)Nc1ccccc1NS(=O)(=O)c1cccs1	3	1.1	1577	0.7	30	-9	-2	-3	0	-8
Going on with the list:
SMILES	PPARg SRC3 recr	TNAP act hi DEA	SRC2 TRFRET art	bIAP activator	bIAP inhibitor	TNAP inh hi DEA	Efa HMGR inh	PPARg SRC1 recr	PPARg SRC2 recr	TNAP inh no acc
Cc1ccc(S(=O)(=O)Nc2nc(C)c(NC(=O)Nc3ccc(Cl)cc3Cl)s2)cc1	12	1	1592	1.1	-6	-2	-1	4	3	-13
Cc1cc2c(cc1C)C(c1cc(Br)ccc1F)CC(=O)N2 (centres undefined)	0	1	1231	0.9	9	-5	-4	-1	4	-12
Cc1ccc(-c2cc(-c3ccc(Cl)cc3)c(C#N)c(N)n2)o1	-4	1	1503	1	-4	-2	0	7	2	6
CCCCN1C(=O)CN(CCc2ccccc2)C(=O)C1c1ccc(OC)cc1 (centres undefined)	-2	1	1514	1	2	1	4	1	-3	-10
Cc1ccc(C(=O)Nc2ccc(C(=O)N/N=C/c3c[nH]c4ccccc34)cc2)cc1	0	1	1471	0.9	12	-3	-2	0	-4	-5
Cn1c(=O)c2c(nc(N3CCOCC3)n2CC(=O)C23CC4CC(CC(C4)C2)C3)n(C)c1=O	-3	1	1523	1	0	4	-7	2	2	-3
Cc1[nH]c(=O)[nH]c(=O)c1S(=O)(=O)N1c2ccc(F)cc2CCC1C (centres undefined)	-8	1	1366	1.1	-14	-4	4	4	9	-12
CNC(=O)C(=O)Nc1ccc(C)cc1C	-3	1	1649	1.2	-24	-3	-1	4	9	-10
NC(=O)Cn1cc(C(=O)c2cccs2)c2ccccc21	5	1	1413	0.9	14	-5	4	3	-5	-10
Cc1ccc(NC(=S)N2CCN(c3ncccn3)CC2)cc1C	3	1	1519	0.9	6	0	-9	-2	1	-10
CCOC(=O)c1nn(-c2cccc(C)c2)c2nc(-c3ccccc3)c(C#N)c(=O)n12	-5	1.1	1449	1	1	-7	-2	-4	-2	-6
Cn1c(=O)c2cc(S(=O)(=O)Nc3ccc4c(c3)OCO4)ccc2n(C)c1=O	-12	1	1559	0.9	14	-3	-2	0	2	-10
CCC(C)NC(=O)C(=O)NC1CCCC1 (centres undefined)	3	1	1624	0.9	11	2	6	10	3	-13
C#CCCCCCCCCC(=O)NCCCC	2	1	1779	1.1	-10	-2	-6	-4	5	-3
CC(C)=CC1C(C(=O)Nc2ccc(Br)cn2)C1(C)C (centres undefined)	6	1	1570	1	2	-3	-3	4	-3	2
O=C(c1ccc2nc(-c3ccco3)c(-c3ccco3)nc2c1)N1CCN(c2ncccn2)CC1	-9	1	1600	0.9	9	4	-3	8	5	-9
CCOc1cccc(C(=O)NC(=S)NCc2cccnc2)c1	10	1	1565	1	1	-1	-4	6	2	0
CCOC(=O)c1nnc2cc(-c3ccc(Br)cc3)nn2c1C	7	1	1407	0.9	8	2	2	1	1	-2
CC(C)C(=O)Nc1ccc(C(=O)NNC(=O)CCCOc2ccc(Cl)cc2Cl)cc1	-3	1.1	1583	1	-3	-7	-3	1	5	-21
Cc1ccc(OCC(=O)Nc2sc3c(c2C#N)CC(C)(C)NC3(C)C)cc1	6	1	1347	1	4	-2	-1	1	-5	-1

Screening results from PubChem.
